NTR1 ag: agonists of NTR1, primary screen, imaging, U2OS cells, beta-arrestin-GFP, high content (AID 493036); Neurotensin receptor type 1 (Homo sapiens), P30989; NTR1-U2OS beta-arrestin-GFP spot imaging, agonist mode; activation, % at 20 µM; 330,000 tested, 0.17% active;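 active = activation at or above 40% of the spot to cytoplasm intensity ratio, with at least 20 cells analyzed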;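 note: 0% = DMSO without peptide and 100% = 100 nM NTR1 peptide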
Target sequence (P30989 whole entry, looked up): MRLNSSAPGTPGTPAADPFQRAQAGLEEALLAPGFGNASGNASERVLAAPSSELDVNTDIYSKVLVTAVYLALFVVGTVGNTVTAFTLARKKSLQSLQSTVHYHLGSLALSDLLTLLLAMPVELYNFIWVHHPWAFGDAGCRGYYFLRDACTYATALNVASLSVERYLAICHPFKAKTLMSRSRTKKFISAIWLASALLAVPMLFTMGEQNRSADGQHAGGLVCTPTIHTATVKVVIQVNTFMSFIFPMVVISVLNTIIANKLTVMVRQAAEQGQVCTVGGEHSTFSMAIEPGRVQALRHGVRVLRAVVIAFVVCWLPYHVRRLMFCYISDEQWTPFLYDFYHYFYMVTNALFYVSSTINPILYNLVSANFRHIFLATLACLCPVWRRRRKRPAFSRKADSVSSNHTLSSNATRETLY
GPR55 activation: GPR55 agonists via beta-arrestin recruitment, primary screen, imaging, U2OS cells, beta-arrestin-GFP redistribution (AID 1961); G-protein coupled receptor 55 (Homo sapiens); U2OS GPR55 beta-arrestin-GFP redistribution imaging; higher % means a stronger effect; activation, % at 10 µM; hits with a dose series show EC50 in µM; 290,000 tested, 0.048% active;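 active = activation above 40% with more than 50 cells counted in the well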;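 note: U2OS osteosarcoma cells stably expressing GPR55 and beta-arrestin-GFP; plate controls were DMSO negative control for no effect and LPI positive control for full effect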
T cell modulator: modulators of CD8 T cell-vesicle binding, primary screen, mouse 2C CD8+ T cells, flow cytometry; 2C CD8+ T cell-vesicle binding; active compounds read low; calls only at 7 µM; 330,000 tested, 0.068% active;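 active = response, share of CD8 T cells binding vesicles, and their 90th percentile fluorescence all below set limits, cut at about 80% in these data, passing the limit was not always enough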
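Test system: purified 2C TCR transgenic mouse naive CD8+ T cells. Probe or stimulus: QL9-peptide-loaded Drosophila micro-vesicles bearing Ld, ICAM-1 and B7-1. Incubation: binding step 1.5 h, 37 °C, antibody labelling 20 min, ice. Measured by: flow cytometry of vesicle-bound cells.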
West Nile antiviral: West Nile virus antiviral activity, cell-based, CPE readout (AID 1621) | West Nile virus-infected cells, CPE inhibition; higher % means a stronger effect | CPE inhibition, % at 10 µM, or IC50 in µM where a hit was titrated | 290,000 tested, 0.02% active; in the data active = a potency from the dose series; note: strong numbers were not always called active
KOR beta-arrestin-1: KOR agonists, beta-arrestin recruitment, primary screen, cell-based, luminescence, uHTS (AID 1777). Kappa-type opioid receptor (Homo sapiens). KOR beta-arrestin recruitment, luminescence; higher % means a stronger effect. one-dose activation, % at 10 µM; EC50 in µM for titrated hits. 280,000 tested, 0.02% active; in the data active = activation above about 50%, passing the limit was not always enough; note: a part of the inactive calls stands beside numbers as strong as those of hits
GPR55 LPI antagonism: GPR55 antagonists blocking LPI-driven arrestin recruitment, primary screen, imaging, U2OS, beta-arrestin-GFP, LPI agonist (AID 2013). 290,000 tested, 0.13% active. G-protein coupled receptor 55 (Homo sapiens). U2OS GPR55 beta-arrestin-GFP translocation imaging, LPI antagonism; higher % means a stronger effect. one-dose inhibition, % at 10 µM; IC50 in µM for titrated hits;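 active = spots per cell inhibited over 60%, with over 100 cells counted and total cytoplasm intensity under 500,000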;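 note: U2OS cells stably carrying GPR55 and arrestin-GFP stimulated by 5 µM LPI near EC80; imaged beta-arrestin-GFP aggregate spots per cell after agonist stimulation; plate controls were LPI-stimulated DMSO wells for no effect and DMSO wells without LPI for full effect; some results filed as inactive read as strong as hits; confirmed hits need IC50 under 10 µM and bright autofluorescent wells are also inconclusive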
GPR35 arrestin U2OS: GPR35 antagonists blocking zaprinast-driven arrestin recruitment, primary screen, imaging, U2OS, beta-arrestin-GFP, zaprinast agonist (AID 2058) | 290,000 tested, 0.052% active | inhibition, % at 10 µM, or IC50 in µM where a hit was titrated | G-protein coupled receptor 35 (Homo sapiens) | U2OS GPR35 beta-arrestin-GFP translocation imaging, zaprinast antagonism; higher % means a stronger effect;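 active = inhibition of at least 50% with at least 30 cells and total cytoplasm GFP at most 10,000,000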
KOR beta-arrestin-2: KOR antagonists, beta-arrestin recruitment, cell-based, luminescence, uHTS (AID 1778) | KOR beta-arrestin recruitment, luminescence, antagonist mode; higher % means a stronger effect | 290,000 tested, 0.091% active | inhibition, % at 10 µM, or IC50 in µM where a hit was titrated | Kappa-type opioid receptor (Homo sapiens); in the data active = inhibition above about 50%; note: strong numbers were not always called active
PhoP inhibition: inhibitors of PhoP regulon expression, primary screen, Salmonella Typhimurium, GFP reporter (AID 1863); S. Typhimurium PhoP-regulated promoter GFP reporter, 4 h; higher % means a stronger effect; inhibition, % at 50 µM, or IC50 in µM where a hit was titrated; 300,000 tested, 0.16% active;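 active = inhibition over 29.93%, a cutoff 3 SD above the screen mean, later confirmed by dose response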;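 note: 0% = low Mg2+ inducing control and 100% = high Mg2+ repressing control; strong numbers were not always called active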
T cell modulator vesicle-bound %: further read-out of T cell modulator, marked with its call; double positive events, %; measured here: CD8+ vesicle-bound cell fraction;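 binding gate set so that unloaded-vesicle control wells show 10% double positive cells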
NTR1 ag cell count 20 µM: second read-out of NTR1 ag, no call of its own (marks repeat the call); cell count; measured here: cell count, cytotoxicity flag
* = called active by the depositor; i = inactive; . = no result given; [ ] = remark or other dose.

SMILES	NTR1 ag	NTR1 ag cell count 20 µM	GPR55 activation	T cell modulator	T cell modulator vesicle-bound %	West Nile antiviral	KOR beta-arrestin-1	GPR55 LPI antagonism	GPR35 arrestin U2OS	KOR beta-arrestin-2	PhoP inhibition
COc1cccc2c1c(NC(=O)Nc1ccc(F)cc1F)nn2C	2.8	67	-0.2%	i	54	-0.4%	-2.8%	21%	-4%	5%	-8%
Cc1cc2nnc(SC3CCOC3=O)n2c2ccccc12 (centres undefined)	10	90	0.3%	i	26	0.2%	15%	0%	14%	5%	-6%
Clc1ccccc1CSC1=NCCCN1	1.1	76	-0.1%	i	48	1.4%	0.2%	-17%	2%	-16%	-6%
Cc1ccc2oc(C(=O)NCCCN3CCOCC3)c(C)c2c1	1.2	71	0.3%	i	60	-0.6%	-1.1%	8%	3%	-1%	-1%
O=C(Nc1nnc(COc2ccccc2F)s1)Nc1ccccc1F	4.6	46	0.3%	i	39	-0.1%	5.3%	-13%	0%	21%	5%
COc1ccc(C2=CSC(/N=C/c3ccc(F)cc3)=NN2)cc1	0.5	47	0.2%	i	30	-0.3%	-0.2%	.	-3%	12%	-1%
CCOC(=O)N1CCC(N2C(=O)c3ccc(C(=O)NCc4ccc(F)cc4)cc3C2=O)CC1	0.6	53	0.3%	i	42	0.3%	-1.1%	2%	4%	10%	5%
Cc1ccccc1CC1SC(N=C(N)N)=NC1=O (centres undefined)	0.9	46	-0.1%	i	36	-0.4%	.	3%	10%	-31%[20 µM]	4%
CSCCNC(=O)c1ccc(OC2CCN(S(=O)(=O)N(C)C)CC2)cc1	2.9	56	-0.2%	i	56	0.0%	-1.3%	-14%	5%	12%[20 µM]	-2%
CNc1nc(SC)n(C)c(=O)c1N=O	-0.5	52	-0.1%	i	18	0.5%	0.6%	-2%	-8%	-4%	-8%
N#CC(C#N)=C1C=CC=CN1/C(=C\c1ccccc1)C(=O)c1cccs1	-1.7	88	0.1%	i	56	0.1%	2.9%	-9%	17%	-1%	-6%
Cc1c(C(=O)C(=O)N2CC=C(c3ccccc3)CC2)c2ccccc2n1C	5.0	36	0.2%	i	42	-1.0%	-4.0%	-1%	-7%	-13%	-8%
CCN(CC)S(=O)(=O)c1ccc(Cl)c(C(=O)N2CCc3ccccc32)c1	-0.4	56	0.2%	i	8	-0.4%	-4.0%	0%	-2%	-10%	20%
CSCC(=O)Nc1nc(-c2ccc3c(c2)OCCO3)cs1	-0.8	42	0.4%	i	25	-0.1%	3.3%	9%	8%	-6%	-12%
CCC(C)c1ccc(-c2cc(C(=O)OCC(=O)Nc3cc(C)on3)c3ccccc3n2)cc1 (centres undefined)	4.3	37	0.2%	i	42	0.7%	3.7%	-6%	0%	-5%	2%
CC(=O)c1cnc(-c2ccccn2)s1	1.6	56	0.2%	i	21	1.1%	-4.3%	13%	-4%	2%	-6%
COc1ccccc1N(CC(=O)Nc1cc(C)on1)S(=O)(=O)c1ccc(Cl)cc1	3.6	30	-0.1%	i	18	0.0%	-3.8%	6%	0%	22%	-16%
Cc1ccccc1NC(=O)CSc1ccc2nnc(-c3ccccn3)n2n1	0.8	63	-0.1%	i	66	0.7%	2.1%	19%	3%	-4%	-1%
O=C(CCc1ccccc1)NNc1ccc(F)cc1	1.4	41	0.2%	i	36	-0.5%	-3.0%	5%	-5%	13%	-1%
Cc1occc1C(=O)NN1C(=O)C2C3CCC(O3)C2C1=O (centres undefined)	-1.1	64	-0.2%	i	52	1.5%	3.1%	1%	-12%	5%	5%

Shown as labelled records: entries from further up
Compound: Cc1c(C(=O)C(=O)N2CC=C(c3ccccc3)CC2)c2ccccc2n1C
  NTR1 ag: 5.0
  NTR1 ag cell count 20 µM: 36
  GPR55 activation: 0.2%
  T cell modulator: i
  T cell modulator vesicle-bound %: 42
  West Nile antiviral: -1.0%
  KOR beta-arrestin-1: -4.0%
  GPR55 LPI antagonism: -1%
  GPR35 arrestin U2OS: -7%
  KOR beta-arrestin-2: -13%
  PhoP inhibition: -8%
Compound: Cc1occc1C(=O)NN1C(=O)C2C3CCC(O3)C2C1=O (centres undefined)
  NTR1 ag: -1.1
  NTR1 ag cell count 20 µM: 64
  GPR55 activation: -0.2%
  T cell modulator: i
  T cell modulator vesicle-bound %: 52
  West Nile antiviral: 1.5%
  KOR beta-arrestin-1: 3.1%
  GPR55 LPI antagonism: 1%
  GPR35 arrestin U2OS: -12%
  KOR beta-arrestin-2: 5%
  PhoP inhibition: 5%

Going on with the list.
SMILES	NTR1 ag	NTR1 ag cell count 20 µM	GPR55 activation	T cell modulator	T cell modulator vesicle-bound %	West Nile antiviral	KOR beta-arrestin-1	GPR55 LPI antagonism	GPR35 arrestin U2OS	KOR beta-arrestin-2	PhoP inhibition
CC(=O)Nc1ccc(OCCOc2ccc(/C=C3/C(=N)N4C=CSC4=NC3=O)cc2)cc1	-0.9	72	1.2%	i	56	0.0%	-4.1%	-7%	5%	-41%	11%
CCOC(=O)C(C)Oc1cccc2c(=O)n(CC(=O)NCCc3ccccc3)ccc12 (centres undefined)	-1.8	55	0.2%	i	37	-0.1%	1.6%	0%	2%	18%	-2%
COc1ccccc1-c1nnn(C/C(N)=N/O)n1	3.2	59	0.1%	i	38	0.0%	2.1%	5%	-5%	21%	3%
CCn1c(CC(=O)Nc2ccccc2C)nnc1SCC(=O)NC1=NCCS1	3.1	36	-0.2%	i	46	-0.6%	2.0%	2%	-3%	-5%	0%
O/N=C/c1ccnc(SCc2ccc(Cl)cc2)n1	1.3	50	0.2%	i	12	-0.5%	2.2%	-8%	5%	-33%	21%
Cc1nn(C)c(=O)n1-c1ccccc1	1.0	59	0.1%	i	34	0.5%	-2.8%	2%	3%	-17%	1%
Nc1cc[n+](CC(=O)Nc2ccccc2)cc1	-1.7	23	-0.1%	i	54	-0.1%	.	2%	0%	-24%[20 µM]	2%
CN(C)/C=N/c1c(C#N)nnn1Cc1ccccc1	0.3	61	0.0%	i	38	-0.1%	1.0%	-2%	16%	29%	4%
CCN(CC(=O)NCc1ccc(F)cc1)CC(=O)Nc1ccccc1-c1ccccc1	-1.6	54	0.6%	i	52	-0.8%	-1.9%	16%	-9%	-10%	1%
COC(=O)C1CCN(c2cnccn2)CC1	-1.9	62	0.1%	i	41	0.2%	-3.8%	2%	-4%	1%	-6%
CNC(=O)COC(=O)/C=C/c1ccco1	1.8	36	0.8%	i	7	-0.4%	-1.8%	-20%	1%	-7%	6%
COc1cc(-c2nnc(SCC#CCO)o2)cc(OC)c1OC	-0.2	59	-0.2%	i	50	1.1%	-4.9%	-4%	-12%	10%	5%
O=C(COC(=O)c1ccc2c(c1[N+](=O)[O-])C(=O)c1ccccc1C2=O)NC1CC1	2.9	87	-0.1%	i	65	0.4%	-0.4%	8%	2%	-98%[20 µM]	7%
COc1ccccc1N1CCN(C(=O)c2cc(C(C)(C)C)oc2C)CC1	0.5	49	-0.2%	i	18	-1.1%	1.5%	6%	33%	.	.
O=C(O)c1ccc(Oc2cc(Oc3ccc(C(=O)O)cc3)cc([N+](=O)[O-])c2)cc1	-0.8	45	-0.1%	i	54	-0.3%	2.3%	6%	-3%	-16%	0%
O=C(Nc1ccc(-c2nc3cc(Cl)ccc3c(=O)o2)cc1)c1ccco1	5.4	57	-0.3%	i	46	0.5%	1.8%	-9%	-8%	-35%	-16%
O=[N+]([O-])c1ccc2nc(-c3ccc(OC(F)F)cc3)cn2c1	1.0	46	0.0%	i	19	-0.7%	-0.8%	4%	9%	-14%	-7%
Cc1cnc(CNC(=O)CC2C(=O)NCCN2Cc2ccccc2F)cn1 (centres undefined)	3.5	60	0.0%	i	58	-0.3%	-5.8%	7%	11%	33%	0%
CC(=O)N1CCN(c2ccc(NCc3ccc(F)cc3)cc2)CC1	-0.5	44	-0.1%	i	28	-0.1%	-2.5%	-10%	0%	1%	14%
O=C(O)C(NS(=O)(=O)c1cccc2nsnc12)c1ccccc1 (centres undefined)	2.1	59	-0.1%	i	23	0.3%	7.8%	8%	2%	15%	-5%
CSc1nsc(SC)c1NC(=O)OCCc1ccccn1	1.3	56	-0.1%	i	55	0.2%	8.9%	32%	-5%	6%	1%
COCCCC1CCN(C(=O)CCc2nnc(CCCCc3ccccc3)o2)CC1	3.3	44	-0.1%	i	30	-1.1%	.	-2%	-3%	-1%[20 µM]	-2%
CCCCN(CCCC)c1nc2ccccc2nc1NS(=O)(=O)c1ccc(NC(C)=O)cc1	10	120	-0.2%	i	10	-0.5%	-7.0%	1%	-7%	-44%	6%
CCOc1ccccc1NC(=O)C1C2CCC3C(CCC21)C3(Cl)Cl (centres undefined)	1.4	83	-0.1%	i	58	-0.2%	-1.1%	7%	-4%	-2%	-10%
CC(CCc1ccccc1)NC(=O)C(=O)NCc1ccccc1 (centres undefined)	3.4	56	-0.3%	i	45	-0.2%	9.6%	11%	-10%	-38%	-14%
COC(=O)CCC(=O)Nc1sc2c(c1C#N)CCCC2	1.7	62	0.6%	i	47	1.0%	-7.5%	-16%	3%	-91%	-7%
CN1CCN(C(=O)Cn2c(=O)oc3cc(S(=O)(=O)NCc4ccccc4)ccc32)CC1	-2.5	101	0.2%	i	37	0.1%	1.8%	-2%	12%	-31%	7%
O=C1/C(=C\c2ccco2)SC(=S)N1Cc1ccccc1	2.0	52	-0.1%	i	64	1.1%	7.1%	-11%	7%	-4%	26%
Cc1c(C(=O)O)oc2ccc(S(=O)(=O)N3CC(C)CC(C)C3)cc12 (centres undefined)	-0.6	57	0.2%	i	35	-0.2%	1.8%	11%	14%	-24%	-1%
O=C(NCCc1csc(-c2cccnc2)n1)c1ccccc1Br	-0.2	73	-0.1%	i	56	0.0%	-0.5%	11%	-6%	-2%	-10%
CC(=O)Nc1ccc(NC(=O)C(C)OC(=O)CNC(=O)c2sc3ccccc3c2Cl)cc1 (centres undefined)	2.1	34	0.5%	i	49	0.1%	1.3%	2%	-18%	2%	-19%
CCOC(=O)N1CCN(C(=O)C(=O)NN)CC1	-0.2	57	0.2%	i	46	0.4%	.	15%	5%	-2%[20 µM]	-2%
COc1cccc(NC(=S)N2C3CCCC2CC(NC(=O)C2CC2)C3)c1 (centres undefined)	0.3	52	-0.2%	i	44	-0.3%	2.2%	-6%	-15%	-12%	1%
O=C(NCc1n[nH]c(=S)n1-c1ccc(Br)cc1)c1ccc(S(=O)(=O)N2CCCC2)cc1	0.1	98	0.8%	i	64	-0.5%	-4.7%	-4%	-2%	-13%	10%
